HTT aggregate – inhibitors of mutant huntingtin aggregate formation in PC12 cells; PC12 HttQ103-GFP aggregates, Acumen cytometry, 40 h; Potency, µM (doses to about 46.1 µM), for the others: top-dose activity change, negative = inhibition, usual class: inhibitors; actives 1.1% (n = 220,000); further: potency means the concentration at half of the fitted maximal effect; on the % scale 0 is the no-effect control and ±100 the full control effect; nearly all actives have a fitted effect of over 60% in size
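Huntingtin Q103 exon 1–GFP aggregates in induced PC12 cells (100 nM tebufenozide) were quantified by cytometry from lysates, with compounds dosed in titration.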
GAA glycogen – inhibitors or activators of human alpha-glucosidase glycogen cleavage; P10253; Potency, µM (titrated, usually from 76.4 µM), without a hit: at the top dose activity change, negative = inhibition, actives largely listed as inhibitors; actives 0.38% (n = 300,000); recombinant GAA, glycogen substrate, Amplex Red glucose oxidase fluorescence;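 further: potency means the concentration at half of the fitted maximal effect; 0% = full enzyme reaction and -100% = no-enzyme basal signal; the screen sought inhibitors and activators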
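Natural-substrate format: glycogen cleavage by 4 nM human enzyme, glucose read by Amplex Red coupling (Ex 573, Em 610 nm). Normalized to enzyme and no-enzyme controls.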
Lamin A splicing – changes lamin A minigene splicing in HeLa cells; HeLa LMNA splicing GFP/RFP minigene ratio, 48 h; Potency, µM (titrated, usually from 46.1 µM), for the others: top-dose ratio change, negative = inhibition, usual class: inhibitors; actives 0.01% (n = 200,000); active means well fitted inhibition curve with a large enough effect in the signal ratio, with a control signal flat, not every such curve was filed as active; inconclusive means small, poorly fitted or top-dose-only effect, or effect the other way, or a change in a side signal; the % refers to the signal ratio; further: potency means the concentration at half of the fitted maximal effect; on the % scale 0 is the no-effect control and ±100 the full control effect
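S3 HeLa cells stably expressing lamin A-EGFP splicing minigene plus DsRed2, 600 cells/well, 48 h compound exposure at 37C. Laser-scanning cytometry; analysed as GFP (500-530 nm)/RFP (575-640 nm) total intensity ratio; 0.5% DMSO vehicle.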
GAA inhib – inhibitors of human lysosomal alpha-glucosidase. P10253. purified human GAA, 4-MU-alpha-glucoside fluorescence. Potency, µM (doses to about 76.9 µM), inactives show top-dose activity change, negative = inhibition, actives largely listed as inhibitors. actives 0.005% (n = 200,000). AID 1466;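 further: potency means the concentration at half of the fitted maximal effect; plate controls were uninhibited enzyme wells for no effect and no-enzyme background for full effect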
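Fluorogenic assay: 4 nM human alpha-glucosidase with 400 uM 4-methylumbelliferyl-alpha-D-pyranoside in 50 mM citrate/phosphate, 0.005% Tween-20, pH 5.0, 20 min at room temperature. Compounds tested up to 77 uM; AC50 from Hill fits.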
HTT ATP protect – cytoprotection in Huntington HTT-Q103 PC12 cell model. actives 0.14% (n = 230,000). PC12 HTT-Q103 induced, cytoprotection, ATP luminescence, 40 h. Potency, µM (highest dose often 56.4 µM), inactives show cytoprotection (ATP increase), actives largely listed as activators;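 further: potency means the concentration at half of the fitted maximal effect; % of control where 0% means no effect; nearly all actives have a fitted effect of over 45% in size; toxic huntingtin expression switched on by the ecdysone agonist tebufenozide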
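PC12 cells stably carrying ecdysone-inducible Htt exon 1 (Q103)–GFP were induced with 100 nM tebufenozide (final) alongside library compounds in a dose series. Cytoprotection was scored as retained ATP by ATPlite luminescence.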
CBFb-RUNX1 inh – blocks binding between human CBF-beta and RUNX1. AID 1477. Potency, µM (highest dose often 59.8 µM), without a hit: at the top dose activity, negative = inhibition, actives largely listed as inhibitors. AlphaScreen CBFb-His/RUNX1-biotin binding, biochemical. 230,000 tested, under 10 active. Q01196+Q13951; further: % of control where 0% means no effect
Target sequence (Q01196 whole entry, looked up): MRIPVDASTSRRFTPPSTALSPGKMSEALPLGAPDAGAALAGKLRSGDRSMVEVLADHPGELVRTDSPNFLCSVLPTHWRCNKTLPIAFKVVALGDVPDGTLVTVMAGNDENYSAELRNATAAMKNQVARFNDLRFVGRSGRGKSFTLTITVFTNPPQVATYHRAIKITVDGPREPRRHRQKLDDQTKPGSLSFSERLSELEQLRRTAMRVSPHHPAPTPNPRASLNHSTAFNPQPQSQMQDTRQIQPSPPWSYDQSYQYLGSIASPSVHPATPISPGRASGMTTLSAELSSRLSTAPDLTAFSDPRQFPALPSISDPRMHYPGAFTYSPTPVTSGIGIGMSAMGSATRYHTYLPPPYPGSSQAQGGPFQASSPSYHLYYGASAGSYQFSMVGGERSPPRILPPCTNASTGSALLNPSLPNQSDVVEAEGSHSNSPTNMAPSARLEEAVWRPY
Target sequence (Q13951 whole entry, looked up): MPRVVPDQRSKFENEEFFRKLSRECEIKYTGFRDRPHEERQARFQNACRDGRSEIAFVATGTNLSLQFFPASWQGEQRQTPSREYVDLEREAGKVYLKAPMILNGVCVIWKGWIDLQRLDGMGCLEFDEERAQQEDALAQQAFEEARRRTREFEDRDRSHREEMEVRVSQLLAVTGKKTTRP
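CBFb-His/RUNX1-biotin, 30 nM each, preincubated 20 min RT; compound 15 min RT; Ni + streptavidin beads 50 ng each, 90 min RT; AlphaScreen read.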
aGlu spleen mod – inhibits or activates alpha-glucosidase in human spleen homogenate | human spleen homogenate, 4-MU-alpha-glucoside fluorescence | Potency, µM (series often up to 79.9 µM), without a hit: top-dose activity change, negative = inhibition, actives largely listed as inhibitors | actives 0.006% (n = 240,000) | AID 2112;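 further: potency means the concentration at half of the fitted maximal effect; 0% = enzyme with vehicle and -100% = no enzyme basal signal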
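AC50 values come from Hill-equation fits of concentration-response data, normalized to no-enzyme and full-activity controls. Enzyme source: 1 ug human spleen homogenate; 1 mM fluorogenic 4-MU glucoside, pH 5.0 citrate buffer, 37 C, 40 min.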
* = called active by the depositor; ? = inconclusive; . = not tested or not shown; [ ] = another dose, or the depositor's remark. Unless noted, the call rests on the fitted dose curve; in most records, active means well fitted curve in the direction sought with a large enough effect; inconclusive means small, poorly fitted or top-dose-only effect, or another doubt; inactive means no such curve, though single readings can be large; an effect the other way counts as inactive or inconclusive.

Labels used below: A = HTT aggregate; B = GAA glycogen; C = Lamin A splicing; D = GAA inhib; E = HTT ATP protect; F = CBFb-RUNX1 inh; G = aGlu spleen mod
> CC(=O)NCCC(=O)NCc1ccc(F)cc1
  A = -1%	B = -4%	C = -1%	D = 2%	E = -4%	F = 4%	G = 0%

> CC(C)[C@H](NC(=O)NCCC1=CCCCC1)C(=O)O
  A = -9%[9.22 µM]	B = 7%	C = .	D = .	E = 8%[10 µM]	F = 2%	G = 2%

> C/C(Cc1ccccc1)=N\NC(=O)CNC(=O)Cc1ccccc1
  A = -13%[9.22 µM]	B = 1%	C = .	D = .	E = 8%[10 µM]	F = 10%	G = 4%

> COc1ccc2[nH]c(=O)c(CN(CCO)S(=O)(=O)c3ccc4c(c3)OCCO4)cc2c1
  A = -5%	B = 5%	C = 13%	D = ?	E = -4%[10 µM]	F = 4%	G = 0%

> O=[N+]([O-])c1ccc(N2CCN(C(=S)NCc3ccc(Cl)cc3)CC2)cc1
  A = -7%[9.22 µM]	B = -11%	C = .	D = .	E = -25%[10 µM]	F = ?	G = ?

> Cn1ccnc1SCC(=O)N(C1CCCCC1)C1CCCCC1
  A = -11%	B = 9%	C = -8%	D = 9%	E = 1%	F = 0%	G = 2%

> O=C(NCCCN1CCN(c2cccc(Cl)c2)CC1)c1cccc(N2CCCC2=O)c1
  A = 19%	B = 7%	C = -3%	D = 1%	E = 8%[10 µM]	F = 2%	G = 2%

> CCOC(=O)CSc1nc2ccccc2n1C(=O)OCC
  A = 27%	B = 4%	C = 13%	D = ?	E = 27%	F = 10%	G = -8%

> O=C(c1ccccc1F)N1CCN(c2cccc(C(F)(F)F)c2)CC1
  A = -18%[9.22 µM]	B = -16%	C = -4%	D = -9%	E = -12%	F = 7%	G = 5%

> CCCCC(CCC(=O)O)(C(=O)OCC)c1csc(Nc2ccccc2)n1 (centres undefined)
  A = 0%[9.22 µM]	B = 15%	C = 21%[46 µM]	D = ?	E = -14%[10 µM]	F = -2%	G = -1%

> CC(=O)Nc1ccc(N=C(C2=C(O)c3ccccc3C2=O)c2ccccc2)cc1
  A = ?	B = -2%	C = ?	D = -4%	E = -90%[inhibitor]	F = -18%	G = -3%

> O=C(Nc1ccccc1-c1ccccc1)C1CCC1
  A = 5%[9.22 µM]	B = -2%	C = .	D = 6%	E = -45%	F = 0%	G = 2%

> CCCOc1ccc(CNC(=O)Cn2c(=O)oc3ccccc32)cc1
  A = ?	B = ?	C = ?	D = 0%	E = -9%[10 µM]	F = 12%	G = 1%

> Cc1nc2ccc(Nc3nc4cc(S(=O)(=O)N5CCOCC5)ccc4o3)cc2s1
  A = -6%	B = -26%	C = -2%	D = ?	E = -13%	F = -5%	G = -7%

> CC1CCN(CC(O)COC2CCC(C(C)(C)C)CC2)CC1 (centres undefined)
  A = 4%	B = 0%	C = -12%	D = -9%	E = 0%[10 µM]	F = -10%	G = -5%

> CCOC(=O)C(C)Oc1ccc(OCc2ccccc2)cc1 (centres undefined)
  A = -1%	B = -9%	C = ?	D = 7%	E = -12%[10 µM]	F = -3%	G = 3%

> CC(C)c1ccc(/C=C/C(=O)Nc2ccc(CN3CCOCC3)cc2)cc1
  A = 0%[9.22 µM]	B = 2%	C = .	D = ?	E = -10%[10 µM]	F = 14%	G = -10%

> O=C(N[C@@H](Cc1ccccc1)C(=O)O)c1cccnc1
  A = 10%	B = 3%	C = -5%	D = 1%	E = -3%	F = 2%	G = 3%

> COc1ccc(OC)c2c(C)cc(C)nc12
  A = 0%	B = -1%	C = -7%	D = 0%	E = .	F = 5%	G = -3%

> Cc1nc2sc(C(c3cccs3)N3CCC(C(N)=O)CC3)c(O)n2n1 (centres undefined)
  A = -21%	B = -3%	C = -16%	D = -7%	E = 10%	F = 6%	G = -6%

> COc1cc(COCC(O)CN2CCN(Cc3ccccc3)CC2)cc(OC)c1OC (centres undefined)
  A = 11%	B = -3%	C = 0%[46 µM]	D = -3%	E = -41%[inhibitor]	F = 5%	G = -8%

> COCCCn1c(SCC(N)=O)nnc1-c1ccccc1
  A = -2%	B = -13%	C = -2%	D = -3%	E = 2%	F = 4%	G = 1%

> N/C(=N\OC(=O)c1cccc(Cl)c1)c1cccnc1
  A = -16%	B = 15%	C = 2%	D = 4%	E = -6%	F = 4%	G = 0%

> O=C(NC1(C(F)(F)F)C(=O)Nc2c1c(=O)[nH]c(=O)n2Cc1ccccc1)c1ccc(Cl)cc1 (centres undefined)
  A = 22%	B = 16%	C = 6%	D = 3%	E = 6%	F = 5%	G = -8%

> O=C(O)c1cccc(-n2cccc2/C=C2/NC(=O)N(c3cccc(Cl)c3)C2=O)c1
  A = -33%[9.22 µM]	B = 0%	C = .	D = .	E = 23%[10 µM]	F = ?	G = 1%

2 entries from above, set out differently.
| SMILES | HTT aggregate | GAA glycogen | Lamin A splicing | GAA inhib | HTT ATP protect | CBFb-RUNX1 inh | aGlu spleen mod |
| --- | --- | --- | --- | --- | --- | --- | --- |
| Cc1nc2sc(C(c3cccs3)N3CCC(C(N)=O)CC3)c(O)n2n1 (centres undefined) | -21% | -3% | -16% | -7% | 10% | 6% | -6% |
| COc1cc(COCC(O)CN2CCN(Cc3ccccc3)CC2)cc(OC)c1OC (centres undefined) | 11% | -3% | 0%[46 µM] | -3% | -41%[inhibitor] | 5% | -8% |

Single records, from the list above. Screens in order: HTT aggregate | GAA glycogen | Lamin A splicing | GAA inhib | HTT ATP protect | CBFb-RUNX1 inh | aGlu spleen mod
O=C(Nc1ccccc1-c1ccccc1)C1CCC1 in the list: 5%[9.22 µM] | -2% | . | 6% | -45% | 0% | 2%
CC(=O)Nc1ccc(N=C(C2=C(O)c3ccccc3C2=O)c2ccccc2)cc1 in the list: ? | -2% | ? | -4% | -90%[inhibitor] | -18% | -3%
O=C(O)c1cccc(-n2cccc2/C=C2/NC(=O)N(c3cccc(Cl)c3)C2=O)c1 in the list: -33%[9.22 µM] | 0% | . | . | 23%[10 µM] | ? | 1%

(continued)
Labels used below: A = HTT aggregate; B = GAA glycogen; C = Lamin A splicing; D = GAA inhib; E = HTT ATP protect; F = CBFb-RUNX1 inh; G = aGlu spleen mod
> CSc1ncc(Cl)c(C(=O)Nc2sc3c(c2C(=O)NCc2ccco2)CCCC3)n1
  A = 12%	B = 4%	C = 3%	D = 0%	E = -9%	F = -2%	G = -4%

> COc1ccc2cc(S(=O)(=O)c3ccccc3)c(=O)oc2c1
  A = -13%[9.22 µM]	B = 2%	C = .	D = .	E = 23%[10 µM]	F = 5%	G = ?

> COc1ccc(OC)c(NC(=O)c2ccc(S(=O)(=O)N3CCN(C)CC3)cc2)c1
  A = 2%	B = 5%	C = 6%	D = -5%	E = -15%[10 µM]	F = 1%	G = 0%

> CN(C)CCCNC(=S)N1CCn2c(nc3ccccc32)C1
  A = 11%	B = -1%	C = -9%	D = 7%	E = -2%[10 µM]	F = 11%	G = -1%

> CNc1oc(C)nc1S(=O)(=O)c1ccccc1
  A = 1%	B = 2%	C = 10%	D = 3%	E = 5%	F = 1%	G = -2%

> O=C(NCCCO)/C(=C/c1ccc(-c2cccc([N+](=O)[O-])c2)o1)NC(=O)c1ccccc1
  A = -16%[9.22 µM]	B = -9%	C = 8%[46 µM]	D = 5%	E = -2%[10 µM]	F = 2%	G = -9%

> Cc1cccc(OCCN2C(=O)c3ccccc3C2=O)c1
  A = -7%	B = -5%	C = .	D = 7%	E = -22%	F = ?	G = 1%

> COc1ccc(CNC(=O)C(c2ccco2)N(C(=O)CNS(=O)(=O)c2ccccc2)c2ccccc2C)cc1 (centres undefined)
  A = -7%	B = 5%	C = ?	D = -26%	E = .	F = -12%	G = -12%

> Cc1cc(C)nc(NC=C2C(=O)OC(C)(C)OC2=O)n1
  A = -4%[9.22 µM]	B = 3%	C = .	D = -5%	E = 1%[10 µM]	F = 2%	G = -14%

> COc1ccc(Cc2nnc(NC(=O)C(C)C)s2)cc1
  A = -5%[9.22 µM]	B = 2%	C = .	D = .	E = 1%[10 µM]	F = -1%	G = -10%

> O=C(O)CCCN1C(=O)/C(=C/C=C/c2ccco2)SC1=S
  A = 14%[9.22 µM]	B = ?	C = .	D = .	E = -14%[10 µM]	F = 8%	G = 4%

> COc1ccc(CCNC(=O)CC2Nc3cc(C)c(C)cc3NC2=O)cc1OC (centres undefined)
  A = 3%	B = -8%	C = 8%	D = -9%	E = -18%[10 µM]	F = 4%	G = 3%

> C/C(CCC(=O)OC[C@@H]1O[C@H](C#Cc2ccccc2)C=C[C@@H]1Oc1ccc(C)cc1)=N/OC[C@@H](O)COCc1ccco1
  A = .	B = .	C = .	D = .	E = -1%[10 µM]	F = 5%[13.1 µM]	G = -5%[17.4 µM]

> C/C(=N/NC(=O)CN1CCN(S(=O)(=O)c2ccc(Br)cc2)CC1)c1ccco1
  A = 13%	B = -13%	C = 7%	D = ?	E = -4%[10 µM]	F = 4%	G = -13%

> O=C(CN1CCN(Cc2ccc(Cl)cc2)CC1)N/N=C/c1c[nH]c2ccccc12
  A = 32%	B = -2%	C = -3%	D = -12%	E = -6%[10 µM]	F = 3%	G = 7%

> COc1cc(-c2ccc(N=Nc3ccc4c(S(=O)(=O)O)cc(S(=O)(=O)O)c(N)c4c3O)c(OC)c2)ccc1N=Nc1ccc2c(S(=O)(=O)O)cc(S(=O)(=O)O)c(N)c2c1O
  A = .	B = .	C = -9%	D = .	E = -41%[inhibitor]	F = .	G = -2%

> Cc1c(-c2ccccc2)nc(-c2ccccc2)[nH]c1=O
  A = 9%	B = -12%	C = 2%	D = -1%	E = .	F = 1%	G = -3%

> CC(C)C[C@H](NC(=O)c1[nH]cnc1C(=O)Nc1ccc(CNC(=O)OC(C)(C)C)cc1)C(=O)OC(C)(C)C
  A = -15%[9.22 µM]	B = -22%	C = .	D = .	E = 10%[10 µM]	F = 12%	G = 6%

> CCOc1ccc(NC(=S)N(CCN2CCOCC2)Cc2ccc3c(c2)CCCN3CC)cc1
  A = 3%	B = ?	C = .	D = -1%	E = -9%	F = ?	G = -1%

> CCOc1cc(C(=O)Nc2ccc(S(=O)(=O)NC3=NCCCCC3)cc2)cc(OCC)c1OCC
  A = 3%	B = 4%	C = 1%[46 µM]	D = -10%	E = -49%[inhibitor]	F = -11%	G = -2%
